Source: PubChem BioAssay (several laboratories)
KCNK3 block – human KCNK3 channel inhibitors, primary screen, CHO cells, FluxOR thallium flux, B-score; 340,000 tested, 0.84% active; Potassium channel subfamily K member 3 (Homo sapiens), O14649; B-score at 10 µM; FluxOR fluorescence; hits give low values;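 active = B-score under library mean minus 4 SD, starting fluorescence ratio at most library mean plus 5 SD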;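 also: more negative B-score means stronger inhibition of thallium flux through KCNK3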
Target sequence (O14649 whole entry, looked up): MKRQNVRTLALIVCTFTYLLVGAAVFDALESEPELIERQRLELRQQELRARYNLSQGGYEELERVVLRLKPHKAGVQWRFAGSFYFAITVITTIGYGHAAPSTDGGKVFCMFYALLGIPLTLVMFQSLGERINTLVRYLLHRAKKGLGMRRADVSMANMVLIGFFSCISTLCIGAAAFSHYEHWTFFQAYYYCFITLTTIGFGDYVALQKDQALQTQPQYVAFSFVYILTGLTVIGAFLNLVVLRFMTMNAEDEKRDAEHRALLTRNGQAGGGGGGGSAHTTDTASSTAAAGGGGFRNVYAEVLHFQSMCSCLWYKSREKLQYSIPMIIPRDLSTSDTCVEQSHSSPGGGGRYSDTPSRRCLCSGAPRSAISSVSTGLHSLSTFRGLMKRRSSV
KCNK9 block – KCNK9 potassium channel inhibitors, primary screen, HEK293 cells, thallium flux | B-score at 10 µM | 310,000 tested, 1.2% active | FluxOR thallium flux fluorescence; hits give low values;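 active = ratio B-score over 3 SD below the library mean, with starting fluorescence within 5 SD of its mean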;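 also: negative B-score means less thallium flux so channel inhibition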
Target sequence (Q9NPC2 whole entry, looked up): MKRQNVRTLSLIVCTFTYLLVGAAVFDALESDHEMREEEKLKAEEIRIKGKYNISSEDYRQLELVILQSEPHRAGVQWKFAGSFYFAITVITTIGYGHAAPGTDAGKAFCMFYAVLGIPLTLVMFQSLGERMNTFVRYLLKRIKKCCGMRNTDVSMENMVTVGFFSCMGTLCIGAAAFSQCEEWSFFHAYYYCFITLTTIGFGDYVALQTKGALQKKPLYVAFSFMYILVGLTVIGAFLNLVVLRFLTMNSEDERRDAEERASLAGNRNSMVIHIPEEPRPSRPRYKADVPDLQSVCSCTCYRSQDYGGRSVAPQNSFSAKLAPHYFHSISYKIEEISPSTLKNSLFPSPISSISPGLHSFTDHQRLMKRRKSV
KCNQ1 pot – potentiators or activators of KCNQ1 channel, primary screen, cell-based, thallium flux, high-throughput; AID 2648, 2010; 310,000 tested, 0.35% active; B-score at 10 µM; Potassium voltage-gated channel subfamily KQT member 1 (Homo sapiens), P51787; CHO-K1 KCNQ1, thallium flux FluxOR fluorescence; hits give high values;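 active = fluorescence ratio B-score, a plate-corrected score, at least three library SD, with initial intensity B-score within 5 SD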
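Assay system: CHO-K1 cells stably expressing KCNQ1; Medium: assay buffer with matched DMSO; Also added: K+/Tl+ depolarizing stimulus; Dosing: single dose; Timing: dye 90 min, compound 20 min, room temperature; Measured by: kinetic FluxOR thallium fluorescence, 10-s 1-Hz baseline, 110-s post-stimulus read; Read-out: peak-minus-minimum fluorescence over initial fluorescence, negative-control normalized, B-scored.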
HDAC3 inhib – HDAC3 deacetylase inhibitors, primary screen, biochemical, fluorescence, cell-free homogeneous; Histone deacetylase 3 (Homo sapiens), O15379; recombinant HDAC3, fluorogenic peptide/trypsin coupled; inhibition, % at 8.3 µM; 320,000 tested, 0.15% active; in the data active = inhibition above about 26%, passing the limit was not always enough; inconclusive = no clear call, values can overlap the other calls
ANO1 activ – TMEM16A chloride channel activators or potentiators, primary screen, cell-based, HTS; HEK293 TMEM16A/YFP-H148Q/I152L, iodide quench fluorescence; hits give low values; B-score at 10 µM; 340,000 tested, 0.3% active;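 active = fluorescence-ratio B-score plate-corrected deviation score at least 3 library SD below zero, with starting fluorescence score within 5 deviations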;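 also: channel opened by trigger with iodide after compound preincubation; score built on the fluorescence ratio of max minus min over baseline; more negative score means more quench and so TMEM16A activation or potentiation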
SKKanGAS inh – S. pyogenes SKKanGAS growth inhibitors in kanamycin, primary screen, streptokinase expression inhibitor project, SKKanGAS strain, BacTiter-Glo luminescence; inhibition, % at 7.5 µM; 6 h; 300,000 tested, 1.3% active;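 active = mean replicate score, as percent of positive control median, at least 50; inconclusive = mean below 50 but one replicate at or above 50; inactive = mean and every replicate below 50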;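 also: strain carries kanamycin resistance gene driven by streptokinase promoter and grows in 40 µg/ml kanamycin; loss of luminescence reflects streptokinase promoter inhibition or plain growth inhibition; 0% = median of DMSO wells and 100% = positive control at its reference dose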
hERG rescue – hERG rescue from dofetilide block, primary screen, cell-based, CHO-hERG, FluxOR thallium flux, dofetilide IC70 | 310,000 tested, 0.51% active | dofetilide IC70 present | activation (rescue from dofetilide block), less the hit threshold, % at 10 µM;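 active = activation above the mean of controls blocked by dofetilide plus 5 SD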;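 also: thallium influx through hERG after potassium depolarization seen as dye fluorescence rise; in these data hits start at about 4.7%; inactives centre near -7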
KCNQ1 inh – inhibitors of human KCNQ1 channel, primary screen, cell-based, thallium flux, high-throughput | Potassium voltage-gated channel subfamily KQT member 1 (Homo sapiens), P51787 | CHO-K1 KCNQ1, FluxOR thallium flux fluorescence; hits give high values | B-score at 10 µM | 310,000 tested, 1.3% active | AID 2642, 2010;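 active = compounds whose thallium flux B-score, printed positive for inhibition, exceeds three library SD while starting fluorescence stays within three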;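 also: channel opened by potassium depolarization with thallium stimulus after 20 min compound exposure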
RGS4 pot – RGS4 potentiators or activators, primary screen, cell-based, HEK293 M3R inducible RGS4, calcium flux | 310,000 tested, 0.92% active | carbachol calcium flux Fluo4; hits give low values | AID 463111, 2010 | B-score at 10 µM;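 active = B-score of the integrated calcium signal more than 4 SD below the library mean, with starting fluorescence not abnormally high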;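 also: negative B-score means reduced calcium response which marks RGS4 activation or potentiation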
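test system = M3R-expressing HEK293 line, RGS4 induced by doxycycline | probe or stimulus = carbachol at ECmax as muscarinic agonist stimulus | timing = dye loading 30 min 37 °C, buffer rest 30 min RT | signal = calcium dye Fluo4 fluorescence | evaluation = B score from integrated fluorescence ratio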
RGS4 inh – RGS4 inhibitors, primary screen, cell-based, HEK293 M3R inducible RGS4, calcium flux; 310,000 tested, 0.45% active; Fluo-4 calcium flux; hits give high values; triggered by carbachol at its EC20; B-score at 10 µM; AID 463165, 2010; Regulator of G-protein signaling 4 (Homo sapiens), P49798;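 active = B-score, a plate-corrected calcium signal, over three deviations above library mean, with baseline fluorescence within five deviations of library mean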;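 also: RGS4 expression induced by doxycycline in cells with stable M3 receptor; B-score is computed from the integrated fluorescence ratio over baseline after carbachol; higher B-score means a larger calcium signal and so more RGS4 inhibition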
Target sequence (P49798 whole entry, looked up): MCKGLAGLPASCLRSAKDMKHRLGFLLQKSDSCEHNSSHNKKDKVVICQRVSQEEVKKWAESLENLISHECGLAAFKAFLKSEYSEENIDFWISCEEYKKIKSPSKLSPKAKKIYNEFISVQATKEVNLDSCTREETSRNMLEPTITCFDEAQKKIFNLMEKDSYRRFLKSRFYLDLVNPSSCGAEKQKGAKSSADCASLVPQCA
ANO1 block – TMEM16A chloride channel inhibitors, primary screen, cell-based, HTS; Anoctamin-1 (Mus musculus), Q8BHY3; HEK293 TMEM16A/YFP iodide influx fluorescence, ionomycin; normalized B-score (activity score, 25-100; higher = stronger inhibition) at 10 µM; 310,000 tested, 1.2% active; AID 588511, 2011;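 active = ratio plate-corrected score three or more library SD toward inhibition, starting fluorescence score within five deviations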;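 also: score derived from kinetic fluorescence span divided by baseline fluorescence per well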
The depositor's hits bear a star; i = inactive; ? = inconclusive; . = no result given.

Under each structure – KCNK3 block	KCNK9 block	KCNQ1 pot	HDAC3 inhib	ANO1 activ	SKKanGAS inh	hERG rescue	KCNQ1 inh	RGS4 pot	RGS4 inh	ANO1 block
COCCCNC(=O)c1cc(-c2cccnc2)nc2ccccc12
  i	i	i	-1	i	-3	-4	i	i	i	i
COc1ccccc1P(=O)(Cc1ccccc1[N+](=O)[O-])c1ccccc1 (stereo not given)
  i	i	i	4	i	-2	-4	i	i	i	i
CSc1ccc(/C=N/n2c(C3CCCCC3)n[nH]c2=S)cc1
  i	i	i	1	.	25	-3	i	i	i	i
COc1cccc(C2c3c(-c4cc(Cl)c(C)cc4O)n[nH]c3C(=O)N2Cc2cccnc2)c1 (stereo not given)
  i	i	i	12	i	17	-9	i	i	11*	i
COc1cccc(/C=N/NC(=O)c2cnccn2)c1O
  i	i	i	4	i	5	-9	i	i	i	i
CCCCn1c(N)c(N(CC(C)C)C(=O)c2cc3c(s2)CCC3)c(=O)[nH]c1=O
  i	i	i	.	i	17	-3	i	i	i	i
Cc1cc(NC(=O)CCl)n(-c2nc3ccccc3s2)n1
  i	i	i	10	i	-11	-10	i	i	i	i
Cc1nc(Nc2ccccc2)sc1C(=O)c1ccccc1
  i	i	i	5	i	-10	-6	i	i	i	i
Cc1ccccc1N(CC(=O)Nc1ccc(S(=O)(=O)N2CCOCC2)cc1)S(C)(=O)=O
  i	i	i	-2	i	0	-18	i	i	i	i
CCC(CC)c1nnc(NC(=O)Cc2ccccc2[N+](=O)[O-])s1
  i	i	i	6	i	-6	-4	i	i	i	i
CC(=O)Nc1ccc(S(=O)(=O)N(C)CC(=O)N/N=C/c2cccc(O)c2)cc1
  i	i	i	2	i	-5	-13	i	i	i	i
COc1ccc(CCNC(=O)COC(=O)c2ccc(Br)o2)cc1OC
  i	i	i	-1	i	-6	-12	i	i	i	i
CC1(C)Cc2c(sc(NC(=O)Cc3ccccc3)c2C#N)CO1
  i	i	i	-2	i	4	-11	i	i	i	i
COc1c(O)ccc(C2NC(=O)NC(C)=C2C(=O)Nc2ccccc2C)c1[N+](=O)[O-] (stereo not given)
  i	i	i	-5	i	-1	-8	i	i	i	i
O=C(CNC(=O)Cc1ccccc1)NCC(=O)OCC(=O)c1cccc2ccccc12
  i	i	i	-4	i	0	-3	i	i	i	i
CCOc1cccc(-c2c(C(=O)N/N=C/c3c(F)cccc3Cl)nnn2-c2nonc2N)c1
  i	-9.4*	i	-7	i	-6	-10	i	i	i	i
CCC(C(=O)Nc1ccc(C(=O)O)cc1NC(=O)C(CC)c1ccccc1)c1ccccc1 (stereo not given)
  i	i	i	4	i	-3	-2	i	i	i	i
Fc1ccc(CSc2nnc(-c3ccco3)o2)cc1
  i	i	i	-11	i	19	-10	i	i	i	i
O=C1C(Cl)=C(NCCCO)C(=O)c2ccccc21
  i	i	i	-3	i	6	-9	i	i	i	i
Brc1ccc(-c2noc(CCc3ccccc3)n2)o1
  i	i	i	4	i	2	-9	i	i	i	i
CCOC(=O)c1ccc(-c2ccc(C(=O)Nc3cccnc3)o2)cc1
  i	i	i	4	i	4	-2	i	i	i	i
CCOc1ccc(CCNS(=O)(=O)c2ccc3c(c2)N(C(C)=O)CCO3)cc1OCC
  i	i	i	-1	i	-1	-5	i	i	i	i
Cc1ccc(-c2nc(CS(=O)(=O)CC(=O)NCc3cccc(F)c3)c(C)o2)cc1
  i	i	i	-4	i	0	-8	i	i	i	i
CCOC(=O)C1=C(C)NC(=S)NC1c1ccco1 (stereo not given)
  i	i	i	8	i	6	-4	i	i	i	i
CN(C)/C=N/c1c(C#N)cnn1C
  i	i	i	12	i	2	-15	i	i	i	i
Cc1oc(-c2ccccc2F)nc1CS(=O)(=O)CC(=O)NC1CCCC1
  i	i	i	6	i	-8	-11	i	i	i	i
Cc1onc(-c2ccccc2)c1C(=O)Nc1ccccc1NC(=O)c1c(-c2ccccc2)noc1C
  i	i	i	-2	i	-7	-3	i	i	i	i
CCOC(=O)c1ccc(N2CCN(C(C)=O)CC2)c(NC(=O)c2cccnc2)c1
  i	i	i	4	i	-2	-7	i	i	i	i
c1ccc(-c2nnsc2-c2ncc[nH]2)cc1
  i	i	i	3	i	2	4.7*	i	i	i	i
COCCNC(=O)c1ccc2c(c1)NC(=O)CS2
  i	i	i	1	i	12	-6	i	i	i	i

Reprinted at random: 3 records from the list
Under each structure – KCNK3 block	KCNK9 block	KCNQ1 pot	HDAC3 inhib	ANO1 activ	SKKanGAS inh	hERG rescue	KCNQ1 inh	RGS4 pot	RGS4 inh	ANO1 block
Cc1ccc(-c2nc(CS(=O)(=O)CC(=O)NCc3cccc(F)c3)c(C)o2)cc1
  i	i	i	-4	i	0	-8	i	i	i	i
CCOc1ccc(CCNS(=O)(=O)c2ccc3c(c2)N(C(C)=O)CCO3)cc1OCC
  i	i	i	-1	i	-1	-5	i	i	i	i
CCC(C(=O)Nc1ccc(C(=O)O)cc1NC(=O)C(CC)c1ccccc1)c1ccccc1 (stereo not given)
  i	i	i	4	i	-3	-2	i	i	i	i

Next compounds follow:
Under each structure – KCNK3 block	KCNK9 block	KCNQ1 pot	HDAC3 inhib	ANO1 activ	SKKanGAS inh	hERG rescue	KCNQ1 inh	RGS4 pot	RGS4 inh	ANO1 block
COc1ccc(-c2cc(C(=O)NCCCN3CCOCC3)on2)cc1OC
  i	i	i	-5	i	-3	-2	i	i	i	i
O=C(CSc1ccccc1)Nc1nccs1
  i	i	i	-50	i	-10	-20	i	i	i	i
NS(=O)(=O)c1ccc(NC(=S)Nc2ccc(C(=O)N3CCCCC3)cc2)cc1
  i	i	i	?	i	-1	-2	i	i	i	i
COc1ccc(OC)c(N2C(=O)c3cccnc3C2=O)c1
  i	i	i	5	i	-5	-8	i	i	i	i
CC(=O)Oc1ccc(/C=C(\NC(=O)c2cccc(Br)c2)C(=O)Nc2ccc(C(=O)O)cc2)cc1
  i	i	i	7	i	3	-5	i	i	i	i
Oc1ccc(N=Nc2ccccc2-c2nn[nH]n2)c(O)c1
  i	i	i	8	i	10	3	i	i	i	i
CN(Cc1cc([N+](=O)[O-])c2cccnc2c1O)C1CCCCC1
  .	i	i	0	.	9	-2	i	i	i	i
Cc1ccc(-n2c(SCCN)nnc2-c2cccc(C)c2)cc1
  i	i	i	-4	i	-6	-7	i	i	i	i
CNC(=O)CSc1nnc(-c2cnccn2)n1C
  i	i	i	-6	i	-10	-8	i	i	i	i
CCOC(=O)c1ccc(/C=N/O)[n+](Cc2ccccc2)c1
  i	i	i	0	i	-10	-4	i	i	i	i
Cc1ccc(C(=O)C(C)OC(=O)Cn2cnc3c2c(=O)n(C)c(=O)n3C)cc1 (stereo not given)
  i	i	i	-1	i	-2	-13	i	i	i	i
CCOc1ccccc1CN1C(=O)c2ccccc2C1C(=O)NC(C)CC (stereo not given)
  i	i	i	-10	i	3	-10	i	i	i	i
CC(C)(C)CC(=O)Nc1nnc(SCC(=O)NCc2cccs2)s1
  i	i	i	-6	i	2	-3	i	i	i	i
Cc1cc(C)nc(NC2=NCC(=O)N2c2ccccc2Br)n1
  i	i	i	3	i	-4	-4	i	i	i	i
Cn1c(=NC(=O)c2ccc(S(=O)(=O)N3CCCc4ccccc43)cc2)sc2cc(S(C)(=O)=O)ccc21
  i	i	i	1	i	3	-11	i	i	i	i
Cn1c(SCC(=O)Nc2ccc3cn[nH]c3c2)nnc1-c1cccs1
  i	i	i	0	i	1	-7	i	i	i	i
COc1cccc(C2C(C#N)=C(N)Oc3cc(C)n(Cc4ccco4)c(=O)c32)c1 (stereo not given)
  i	i	i	-10	i	-10	-6	i	i	i	i
c1cc2nc(C34CC5CC(CC(C5)C3)C4)[nH]c2cn1
  i	i	i	-3	i	-1	-4	i	i	i	i
Cc1ccc(CNC(=O)C2CCN(S(=O)(=O)c3c(C)noc3/C=C/c3ccco3)CC2)cc1
  i	i	i	1	i	13	-9	i	i	i	i
CCCc1cc(=O)[nH]c(SCC(=O)N(C)CC(=O)Nc2ccc(C)cc2)n1
  i	i	i	0	i	3	-7	i	i	i	i
CNS(=O)(=O)c1cc(NC(=O)c2cncn2-c2ccccc2)ccc1C
  i	i	i	-2	i	-18	-13	i	i	i	i
O=C(O)c1ccccc1-c1ccccc1C(=O)Nc1nc2ccccc2s1
  i	i	i	-2	i	-8	-15	i	i	i	i
CCN1CCN(c2ccc(S(=O)(=O)N3CCCCC3)cc2NC(=O)c2cc3ccccc3o2)CC1
  i	i	i	-1	i	7	-16	i	i	i	i
N/C(COc1cccc(Cl)c1)=N\O
  i	i	i	18	i	0	-7	i	i	i	i
COc1cc(OC)cc(C(=O)N2CC(=O)Nc3ccccc32)c1
  i	i	i	1	i	-3	-7	i	i	i	i
FC(F)Oc1ccc(-c2csc(NNC3=NCCCCC3)n2)cc1
  i	i	i	4	i	10	-10	i	i	i	i

Record cards (already shown). Values in the order: KCNK3 block	KCNK9 block	KCNQ1 pot	HDAC3 inhib	ANO1 activ	SKKanGAS inh	hERG rescue	KCNQ1 inh	RGS4 pot	RGS4 inh	ANO1 block
`COc1cc(OC)cc(C(=O)N2CC(=O)Nc3ccccc32)c1` is listed as i	i	i	1	i	-3	-7	i	i	i	i
`Cc1ccc(CNC(=O)C2CCN(S(=O)(=O)c3c(C)noc3/C=C/c3ccco3)CC2)cc1` is listed as i	i	i	1	i	13	-9	i	i	i	i
